Bioassay records deposited in PubChem BioAssay by several laboratories.
FadD28 binding = M. tuberculosis FadD28 bisubstrate binding inhibition | FadD28 bisubstrate probe binding, fluorescence polarization | inhibition, % at 12.5 µM | actives 0.22% (n = 360,000) | AID 588549; in the data active = inhibition above about 8.5%, passing the limit was not always enough; inconclusive = no clear call, values can overlap the other calls
Mtb UGM inh = inhibitors of M. tuberculosis UDP-galactopyranose mutase; inhibition, % at 10 µM; AID 504406; purified UGM, fluorescence polarization probe displacement; actives 0.06% (n = 320,000); in the data active = inhibition above about 10%, passing the limit was not always enough; inconclusive = no clear call, values can overlap the other calls
Mtb BioA inh = blocks M. tuberculosis BioA enzyme activity; purified M. tuberculosis BioA enzyme, plate reader; inhibition, % at 9.99 µM; actives 0.096% (n = 360,000); AID 602481; in the data active = inhibition above about 40%; inconclusive = no clear call, values can overlap the other calls
BoNT F protease = blocks Botulinum neurotoxin F light chain protease | AID 588497 | actives 0.22% (n = 360,000) | Multiplex microsphere protease cleavage assay, flow cytometry | inhibition, % at 10 µM; in the data active = inhibition above about 35%, passing the limit was not always enough; inconclusive = no clear call, values can overlap the other calls; also: plate controls were buffer without enzyme for full effect and enzyme alone for no effect
PfHsp40 rescue = restores yeast growth despite PfHsp40 toxicity; S. cerevisiae expressing PfHsp40, growth rescue, ATP luminescence; growth rescue, % at 12.5 µM; actives 0.68% (n = 340,000); AID 504582; in the data active = growth rescue above about 28%, passing the limit was not always enough; inconclusive = no clear call, values can overlap the other calls;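 also: yeast W303a lacking pdr1 and pdr3 grown in galactose medium; growth measured after three days at 30 °C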
Anthrax LF inh2 = anthrax lethal factor protease inhibition. actives 0.12% (n = 360,000). AID 588501. inhibition, % at 10 µM. multiplex microsphere protease cleavage assay, LF; also: plate controls were buffer without enzyme for full effect and enzyme alone for no effect
Target sequence (P15917 whole entry, looked up): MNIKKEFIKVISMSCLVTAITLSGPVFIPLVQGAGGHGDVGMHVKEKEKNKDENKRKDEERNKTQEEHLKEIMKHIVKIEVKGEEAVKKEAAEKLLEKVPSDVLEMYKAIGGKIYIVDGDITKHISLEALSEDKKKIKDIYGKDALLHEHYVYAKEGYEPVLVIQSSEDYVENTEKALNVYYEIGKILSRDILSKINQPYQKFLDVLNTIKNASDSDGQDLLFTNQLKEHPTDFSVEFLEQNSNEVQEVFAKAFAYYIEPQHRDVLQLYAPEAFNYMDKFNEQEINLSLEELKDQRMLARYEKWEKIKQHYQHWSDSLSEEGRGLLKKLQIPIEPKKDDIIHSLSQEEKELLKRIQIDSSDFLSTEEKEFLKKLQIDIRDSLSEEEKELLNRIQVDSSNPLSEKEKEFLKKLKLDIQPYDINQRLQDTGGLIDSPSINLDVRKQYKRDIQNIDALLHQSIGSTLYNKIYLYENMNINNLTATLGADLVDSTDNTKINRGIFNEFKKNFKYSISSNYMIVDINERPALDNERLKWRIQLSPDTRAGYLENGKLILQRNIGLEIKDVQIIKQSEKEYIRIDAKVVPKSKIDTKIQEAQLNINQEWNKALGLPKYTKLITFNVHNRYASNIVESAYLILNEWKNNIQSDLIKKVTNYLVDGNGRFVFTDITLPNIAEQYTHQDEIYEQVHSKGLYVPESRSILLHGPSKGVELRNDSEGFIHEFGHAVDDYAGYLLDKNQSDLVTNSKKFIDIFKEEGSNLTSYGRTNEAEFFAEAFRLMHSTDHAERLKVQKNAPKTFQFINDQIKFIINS
GDH-TPI inh = GDH-TPI coupled enzyme inhibition counter-screen; GDH-TPI coupled enzyme counterscreen, NADH absorbance; actives 1.2% (n = 360,000); inhibition, % at 4.8 µM; AID 588335; in the data active = inhibition above about 30%;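 also: 0% = DMSO wells and 100% = wells lacking the enzyme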
BoNT-A LC inh2 = blocks Botulinum neurotoxin A light chain protease. actives 0.17% (n = 360,000). inhibition, % at 10 µM. multiplex microsphere protease substrate cleavage, flow cytometry; also: plate controls were buffer without enzyme for full effect and enzyme alone for no effect
FBA Mtb inh = Mtb fructose-bisphosphate aldolase inhibition; P9WQA3; actives 2.3% (n = 360,000); purified M. tuberculosis FBA, fluorescence read-out; inhibition, % at 1 µM; in the data active = inhibition above about 27%;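 also: 0% = vehicle and 100% = reference inhibitor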
Target sequence (P9WQA3 whole entry, looked up): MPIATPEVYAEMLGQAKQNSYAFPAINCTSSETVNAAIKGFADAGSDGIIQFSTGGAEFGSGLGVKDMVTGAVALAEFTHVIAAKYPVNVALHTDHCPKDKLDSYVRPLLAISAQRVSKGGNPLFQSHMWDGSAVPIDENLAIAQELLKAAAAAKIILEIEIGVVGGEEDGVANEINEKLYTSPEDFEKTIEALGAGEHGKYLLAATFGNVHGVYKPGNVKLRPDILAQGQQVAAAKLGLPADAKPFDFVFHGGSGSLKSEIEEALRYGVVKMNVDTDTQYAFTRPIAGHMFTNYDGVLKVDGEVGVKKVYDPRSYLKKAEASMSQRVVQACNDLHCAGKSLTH
* marks the source's active call; other numbers are inactive results; u = inconclusive; x = no result given; & = joins results of further samples. Rule as the data show it, unless noted: active = inhibition above about 30%; inconclusive = no clear call, values can overlap the other calls; inactive = below that.

Each structure is followed by: FadD28 binding, Mtb UGM inh, Mtb BioA inh, BoNT F protease, PfHsp40 rescue, Anthrax LF inh2, GDH-TPI inh, BoNT-A LC inh2, FBA Mtb inh
- Cn1nccc1C(=O)N1CCC2(CC1)OCCO2
  -2.4, -0.7, -0.5, -1, -0.3, 3, 0, 1.8, 0
- CN1CCN(c2ccc(NC(=O)c3ccc(Cl)cc3Cl)cc2)CC1
  -4.1, 0.7, 0.6, -33, 0.1, 1, 11, -0.6, 0
- COCCNC(=O)C1CCCN(Cc2ccc(C(C)C)cc2)CC1 (configuration not stated)
  -1.2, x, 0.3, 0, x, -6, 8, -0.2, -1
- O=C(OCc1cc2ccccc2[nH]c1=O)C1CCCO1 (configuration not stated)
  0.7, -4.1, 1.7, 4, -1.4, 2, 16, 1.6, 4
- Cc1c(C(=O)NCCCN2CCCCC2)oc2ccc3c(c12)C(O)CC1(CCCCC1)O3 (configuration not stated)
  1.2, -1.9, -3.0, 14, -0.7, 2, 15, -0.2, 18
- CC[C@@H]1C/C=C\Cc2ccccc2[C@@H](C(=O)C[C@@H](O)CC(C)=O)OC1=O
  -0.6, -1.6, 0.1, 8, -1.0, -6, 6, 0.4, 0
- O=C1C2CC(CN3CCCCC23)C2CCCCN12 (configuration not stated)
  -3.0, x, 0.4, -4, x, 8, -2, -0.8, -1
- C[C@H]1CN([C@@H](C)CO)C(=O)c2cccc(NC(=O)Nc3ccc(C(F)(F)F)cc3)c2O[C@@H]1CN(C)S(=O)(=O)c1ccc(Cl)cc1
  -9.5, 0.4, -0.3&-1.5, 3, -0.5, -1, 3, 0.3, 1
- Cc1c(Br)c(C(F)(F)F)nn1CC(=O)NCc1ccco1
  -5.1, 0.7, x, 7, 0.3, -2, -6, 0.7, 1
- S=C1SC2(CCCCCC2)NC2=C1CCCCC2
  -1.1, x, 2.0, -1, x, -13, 13, -0.2, -8
- CC(c1ccccn1)N(C)C(=O)c1ccc2nc(Cc3cccc(Cl)c3)oc2c1 (configuration not stated)
  -7.4, 0.5, 1.3, 2, 0.4, 2, 5, 1.1, -3
- O=C1CSC(c2ccccn2)N1c1ccc(C(F)(F)F)cc1 (configuration not stated)
  -1.2, 0.1, x, x, -1.0, x, 12, x, 3
- CCCCN(CCCC)C(=S)NC(=O)c1ccccc1Cl
  -1.2, 0.6, 0.4, -12, 2.7, -2, 10, -1.3, 7
- COc1ccc(/C=N/NC(=O)c2ccccc2OC)cc1COc1ccccc1[N+](=O)[O-]
  0.7, 5.2, -0.9, 0, 0.7, 0, 8, 1.8, 0
- Clc1nc2c(-c3ccccc3)nnn2c2ccccc12
  -3.0, 1.3, x, -15, -0.5, -1, 7, -0.7, 5
- CCOC(=O)C1CCN(C(=O)c2ccc3c(=O)n4c(nc3c2)CCCCC4)CC1
  0.8, 1.8, x, 10, 0.0, 0, 6, 1.9, 7
- O/N=C1\CCCc2nnc3c(c21)CCCC3
  -2.3, -1.0, 2.6, 11, -0.4, -3, 2, 0.8, 4
- CCC1CCCCN1CCCNC(=O)C1CCC(Cn2c(=O)[nH]c3ccccc3c2=O)CC1 (configuration not stated)
  -1.5, -5.0, -7.1, -14, 0.0, -8, -1, -0.9, 2
- CN(CCO)c1ncnc2c1sc1nc(N3CCOCC3)c3c(c12)CCC3
  -0.4, -0.3, x, x, -0.3, x, 12, x, 5
- CCOn1c(SCC)nc2ccccc2c1=O
  -2.7, -0.3, 1.0, 6, 0.1, 0, 7, -0.2, -2

3 compounds out of the list, ordered by length of the SMILES, rising:
Each structure is followed by: FadD28 binding, Mtb UGM inh, Mtb BioA inh, BoNT F protease, PfHsp40 rescue, Anthrax LF inh2, GDH-TPI inh, BoNT-A LC inh2, FBA Mtb inh
- O=C(OCc1cc2ccccc2[nH]c1=O)C1CCCO1 (configuration not stated)
  0.7, -4.1, 1.7, 4, -1.4, 2, 16, 1.6, 4
- CN1CCN(c2ccc(NC(=O)c3ccc(Cl)cc3Cl)cc2)CC1
  -4.1, 0.7, 0.6, -33, 0.1, 1, 11, -0.6, 0
- Cc1c(C(=O)NCCCN2CCCCC2)oc2ccc3c(c12)C(O)CC1(CCCCC1)O3 (configuration not stated)
  1.2, -1.9, -3.0, 14, -0.7, 2, 15, -0.2, 18

The listing continues:
Each structure is followed by: FadD28 binding, Mtb UGM inh, Mtb BioA inh, BoNT F protease, PfHsp40 rescue, Anthrax LF inh2, GDH-TPI inh, BoNT-A LC inh2, FBA Mtb inh
- O=C(O)C1=C[C@H](c2ccc(F)cc2)C[C@H](OCc2ccc(CO)cc2)O1
  -13, 2.7, 0.4, -2, 0.0, -4, 9, -0.3, 2
- COc1ccc(NC2c3ncccc3C(=O)N2Cc2ccccc2)c(OC)c1 (configuration not stated)
  -0.3, 5.1, -0.7, -49, 0.4, -8, 5, -2.4, 2
- Cc1ccc(OCC(=O)Nc2cnn(CCCC(=O)O)c2)c([N+](=O)[O-])c1
  -0.2, 2.6, x, 1, -2.0, -3, 4, -0.3, 2
- C#CCOC(=O)/C(=C/C=C/c1ccccc1)NC(=O)c1ccccc1
  -6.1, -0.7, -1.2, 1, -0.9, 0, 23, 0.4, -2
- COc1ccc(NC(=O)CCCn2cnc3ccccc3c2=O)c(OC)c1
  x, 0.6, 0.3, -10, 0.4, 6, 4, 1.4, 1
- Cc1ccc(NC(=S)N2CC(C)OC(C)C2)cc1C (configuration not stated)
  -2.1, -1.0, -0.3, 5, -1.2, -1, -3, -1.1, -1
- CC(C)CCn1c(O)c(N=NC(=O)Cn2ccc(C(F)(F)F)n2)c2ccccc21
  -1.2, -1.4, -0.5, 4, 1.1, -1, 1, -0.4, -4
- CCC(C)[C@H](NC(=O)NCc1cccnc1)C(=O)OC (some centres not stated)
  -2.1, -2.6, x, 13, 0.2, -11, 8, -0.7, -1
- CCOC(=O)CSc1nc2nc(C)cc(C)n2n1
  1.2, -1.2, 0.8, -1, -2.1, -11, 8, -0.6, 3
- COc1ccc(-c2nc(CN3CCCCC3c3nccn3C)c(C)o2)c(C)c1C (configuration not stated)
  -3.9, 0.9, -1.3, -13, -0.3, -8, -6, -2.4, 2
- COc1ccc(NC(=O)c2ccc(Br)c(S(=O)(=O)N3CCOCC3)c2)cc1
  0.4, 3.8, x, -16, -0.3, -7, 6, -5.6, 2
- Cc1ccc(CNC(=O)C2(C)CCN2C(=O)Cc2ccc(-c3ccccc3)cc2)cc1 (configuration not stated)
  -3.2, x, -0.5, 5, x, -4, -5, 0.1, -1
- COc1ccc(C(C)(NC(C)=O)c2nc(-c3ccc(F)c(Cl)c3)cs2)cc1 (configuration not stated)
  -1.1, x, 12, -2, x, -6, 6, -0.1, 2
- Cc1cccc(N2CCN(C(=O)COc3ccc4c(C)cc(=O)oc4c3C)CC2)c1C
  -3.0, -0.2, 2.8, -1, 0.4, -2, 13, 0.0, 4
- O=C(CSc1nc(-c2ccccc2)cs1)Nc1nccs1
  -1.8, -1.9, x, 15, 14, 3, 3, 2.5, -5
- O=C(CN1CCCCC1)NNC(=O)c1cccc(Br)c1
  -2.6, -2.3, -2.3, -2, -0.7, 0, -6, -0.9, 0
- COc1ccc(O)c(C(=O)c2cc(C(=O)NCCc3ccccc3)c(=O)n(CCc3ccccc3)c2)c1
  -0.2, -1.1, -0.5, -6, 2.2, -1, 4, -0.9, 0
- CC(NC1=CC(=O)c2cccnc2C1=O)C(O)c1ccccc1 (configuration not stated)
  3.8, x, x, 2, -1.7, -10, 19, 1.0, -2
- Cc1ccc(C)c(-n2c(-c3ccncc3)n[nH]c2=S)c1
  -2.9, -0.7, x, u, 0.5, -3, -1, 3.7, 3
- Cc1ccccc1OCC(=O)NNC(=O)C1CCCCC1C(=O)O (configuration not stated)
  -0.7, 4.1, 0.1, -8, -1.2, -1, 2, -0.8, 0
- CCOc1cc(N2CCOCC2)c(OCC)cc1NCC(=O)N1CCN(Cc2ccccc2)CC1
  -0.5, -1.5, x, x, -0.6, x, -13, x, 1
- O=C(NC(c1ccc(-c2ccccc2)cc1)c1cnccn1)C1CCN(Cc2ccc(Cl)c(Cl)c2)CC1 (configuration not stated)
  -6.8, x, -1.5, -6, x, 2, -2, -0.4, -3
- COc1cc(NCCCCC(C)N)c2nccc(C)c2c1 (configuration not stated)
  -2.9, x, 3.4, -42, x, -13, 5, -0.1, -3
- CCCCOC(=O)c1ccc(NC(=O)c2ccoc2C)cc1
  -3.4, -0.3, 0.1, 1, 0.1, -4, -4, 0.3, 0
- O=C(NNC(=O)C1[C@H]2CCCC[C@@H]12)c1ccc(=O)oc1 (some centres not stated)
  1.2, -0.6, -1.1, u, 0.1, 8, 39*, -4.6, 14
- Cc1ccc(C(C(=O)NCc2ccccc2)N(C(=O)c2csnn2)C2CC2)cc1 (configuration not stated)
  -3.4, -0.1, 1.1, 5, 2.9, -10, -14, 1.9, -1
- CCCn1nnnc1NCc1cc(Br)ccc1OC
  -2.6, 1.0, 2.2, -2, -0.2, 0, -2, 0.1, 0
- N/C(=N\N=C\c1cccc([N+](=O)[O-])c1)c1nonc1N
  -2.3, 3.5, -1.2, 28, x, u, 12, -1.1, 0
- O=C(Cn1c(=O)cnc2ccccc21)N1CCN(S(=O)(=O)c2ccc(F)cc2)CC1
  -0.2, 0.0, 0.4, -3, 0.7, 0, 11, 2.7, 0
- Cc1cc([N+](=O)[O-])ccc1NC(=O)C1CCCO1 (configuration not stated)
  -4.1, -3.6, x, -2, -2.2, 1, 5, -0.4, 0
- C[C@H]1CN([C@@H](C)CO)C(=O)CCCn2nncc2CO[C@@H]1CN(C)Cc1cccc(O)c1
  -3.8, x, -1.4&1.3, -4, x, 5, -1, -1.4, -2
- O=C(Nc1nccs1)c1ccc(N2CCOCC2)c([N+](=O)[O-])c1
  0.4, 1.8, -2.2, 5, -0.2, 2, 22, 0.6, -1
- CC(=O)N1CCc2cc(NS(=O)(=O)c3cccs3)ccc21
  -3.4, -1.2, 0.5, 8, 0.0, 9, -3, 1.0, 2
- CN(C)/C=C1/C=C(C=O)OC1=O
  0.8, -2.5, x, -12, 0.7, 0, 17, -0.3, 1
- NC(=S)N/N=C\c1c(OCc2ccccc2Cl)ccc2ccccc12
  -1.7, 2.6, -1.0, -6, 0.9, 1, 9, -1.5, 2
- COc1ccccc1C(=O)NNC(=O)C(=O)Nc1ccc(C)c(Cl)c1
  -1.3, 4.8, -1.2, 5, -0.1, 0, 11, -0.3, 3
- O=C(c1cc(-c2cccc(O)c2)on1)N1CCCCCC1
  -3.0, -0.9, -0.2, 3, 1.9, 1, -9, 2.4, -2
- O=C(CNc1cccc(C(F)(F)F)c1)N/N=C/C1CCCCC1
  -3.1, -0.1, 12, -6, -2.0, -3, 8, 0.0, 1
- O=C1/C(=C/c2ccc(O)cc2)COc2ccccc21
  -1.1, 6.7, 0.6, 3, 1.4, -3, 18, -1.2, -6
- CC(=O)Nc1ccc2nc(NC(=O)COc3ccc(C)cc3)sc2c1
  -0.8, 0.9, x, -1, 0.0, -1, 8, 0.0, -3
- CC(=O)Nc1ccc(NC(=O)C/C(C)=N/NC(=O)COc2cc(C)c(Br)cc2Br)cc1
  -3.8, 3.0, 0.1, -10, 0.3, -7, -2, -1.7, 0
- COc1cc(NC(=O)CCCNC(=O)c2ccc(Cl)cc2)cc(OC)c1OC
  -1.8, -0.2, -0.9, 25, x, 8, -13, 0.5, -3
- CC(C)N(C(=O)[C@H]1C[C@H](CC(=O)NCC23CC4CC(CC(C4)C2)C3)C(=O)N2CCc3c([nH]c4cc(-c5ccco5)ccc34)[C@]12C)C(C)C
  -3.6, x, -1.4, 1, -0.7, 6, 6, -0.2, 3
- COc1ccc(S(=O)(=O)N2CCN(Cc3ccc4c(c3)OCO4)CC2)cc1F
  0.0, 1.2, -2.0, 7, 1.9, 0, -3, 0.9, -3
- COC(=O)CSc1nnc(-c2ccco2)o1
  -0.1, 2.4, -1.2, 6, -0.7, -2, 18, 0.6, 6
- O=C1NCCN(Cc2ccoc2)C1CC(=O)N(Cc1ccccc1)CC1CCC1 (configuration not stated)
  -1.3, -2.6, -0.6, -1, -0.6, -6, 0, -0.1, 3
- O=C(COC(=O)c1ccc(O)cc1)NCC1CCCO1 (configuration not stated)
  -1.9, -1.9, x, -5, 0.3, 4, 1, 0.1, 5
- Cc1ccc(NC(=O)CCC(=O)N/N=C/c2cc([N+](=O)[O-])ccc2O)cc1
  -1.6, 1.7, -2.2, -8, -1.4, 1, 24, -1.2, 1
